FH mod = Identification of activators of human fumarate hydratase by quantitative high-throughput screening. Fumarate hydratase, mitochondrial (Homo sapiens), P07954. FH coupled MDH/diaphorase resazurin fluorescence, 15 min. Potency, µM (doses to about 79.9 µM), for inactives: at the top dose activity change, negative = inhibition, usual class: inhibitors. 0.22% of 54,000 active; also: the screen sought activators but most active calls are inhibition curves; nearly all actives have a fitted effect of over 45% in size
Target sequence (P07954 whole entry, looked up): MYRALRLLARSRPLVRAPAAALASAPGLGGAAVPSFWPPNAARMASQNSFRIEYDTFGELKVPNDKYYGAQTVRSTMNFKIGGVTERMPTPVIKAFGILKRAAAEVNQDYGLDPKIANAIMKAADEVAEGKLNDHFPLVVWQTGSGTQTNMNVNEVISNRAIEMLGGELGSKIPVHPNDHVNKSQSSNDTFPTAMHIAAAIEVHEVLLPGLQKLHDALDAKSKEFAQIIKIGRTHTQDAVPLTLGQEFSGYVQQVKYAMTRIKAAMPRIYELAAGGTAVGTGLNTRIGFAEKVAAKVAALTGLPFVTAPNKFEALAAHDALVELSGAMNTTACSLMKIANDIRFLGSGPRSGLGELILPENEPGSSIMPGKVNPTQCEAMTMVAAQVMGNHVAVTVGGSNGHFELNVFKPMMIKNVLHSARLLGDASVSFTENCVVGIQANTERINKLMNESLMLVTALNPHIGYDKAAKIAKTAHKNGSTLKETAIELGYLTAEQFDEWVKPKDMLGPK
NTMT1 inh = blocks human N-terminal methyltransferase 1 activity. Q9BV86. NTMT1 MTase-Glo SAH luminescence, purified enzyme. Potency, µM (titrated, usually from 114 µM), for inactives: at the highest dose activity change, negative = inhibition, usual class: inhibitors. 2.5% of 59,000 active;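 also: plate controls were DMSO vehicle for no effect and no enzyme for full effect; nearly all actives have a fitted effect of over 65% in size; many of its hits are not listed in these tables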
Target sequence (Q9BV86 whole entry, looked up): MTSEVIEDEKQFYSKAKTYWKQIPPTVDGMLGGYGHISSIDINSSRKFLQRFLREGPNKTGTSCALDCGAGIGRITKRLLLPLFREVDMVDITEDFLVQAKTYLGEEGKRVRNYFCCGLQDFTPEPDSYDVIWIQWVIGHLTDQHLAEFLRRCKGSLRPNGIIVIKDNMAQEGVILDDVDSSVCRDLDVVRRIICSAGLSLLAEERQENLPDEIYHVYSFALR
The depositor's hits bear a star; [ ] = remark or other dose. Calls follow the shape of the dose curve; as a rule, active = well fitted curve in the direction sought with a large enough effect; inconclusive = small, poorly fitted or top-dose-only effect, or another doubt; inactive = no such curve, though single readings can be large; an effect the other way counts as inactive or inconclusive. Unless noted, % is scaled to controls: 0 for no effect and ±100 for the full control effect; potency is read from the fitted curve at half-maximal effect. This is a subset, so the mix of outcomes need not match the whole.

O=Nc1ccc2oc(=O)ccc2c1 was read as FH mod 1µM*.
N[C@@H](Cc1ccc(O)c(I)c1)C(=O)O was read as FH mod -29%[53.3 µM].
Screening CNc1cc(NS(=O)(=O)c2ccc(N)cc2)nc(NC)n1 returned FH mod -8%[53.3 µM].
For Clc1ccc(N2CCN(Cc3cc4ccccn4n3)CC2)cc1 the results were FH mod -19%[53.3 µM].
NC(=Nc1ccccc1)NC(=O)c1nc(Cl)c(N)nc1N was read as FH mod -20%[53.3 µM].
`O=c1[nH]c2cc(C(F)(F)F)ccc2n1-c1cc(C(F)(F)F)ccc1O` gave FH mod inconclusive.
CC[C@H](NC(=O)c1c(C)c(-c2ccccc2)nc2ccccc12)c1ccccc1 was read as FH mod inconclusive.
CC(C)(C)c1cc(/C=C(\C#N)C(N)=S)cc(C(C)(C)C)c1O was read as FH mod -22%[53.3 µM].
`COCc1nc2c([nH]1)c(=O)n(C)c(=O)n2CC(C)C` gave FH mod -18%[53.3 µM].
`CC(=O)SCC[N+](C)(C)C` gave FH mod -8%[53.3 µM].
`C=C1C(=O)O[C@@H]2[C@H]3O[C@]3(C)CCC=C(C)CC[C@@H]12` gave FH mod -5%[53.3 µM].
CCSC(=N)N was read as FH mod -4%[53.3 µM].
For Cc1cccc(C2CN(C)CCc3c2cc(O)c(O)c3Cl)c1 (stereo not given) the results were FH mod inconclusive.
`Fc1ccc(CN(C2=NCCN2)c2c(Cl)cccc2Cl)cc1` gave FH mod -14%[53.3 µM].
Screening N#C/C(=C\c1ccc(O)c(O)c1)C(=O)Nc1ccccc1 returned FH mod 14µM*.
Screening N=S(=O)(O)Cc1noc2ccccc12 returned FH mod -9%[53.3 µM].
Screening N=C(N)SCCc1cnc[nH]1 returned FH mod -14%[53.3 µM].
For Cc1nc2n(c(=O)c1CCN1CCC(c3noc4cc(F)ccc34)CC1)CCCC2O (stereo not given) the results were FH mod -18%[53.3 µM].
For OC[C@H]1O[C@H](n2cnc3c(N[C@H]4CCC[C@@H]4O)ncnc32)[C@H](O)[C@@H]1O the results were FH mod -16%[53.3 µM].
`C#C[C@]1(O)CC[C@H]2[C@@H]3CCC4=Cc5oncc5CC4(C)[C@H]3CCC21C` (stereo not given in full) gave FH mod -7%[53.3 µM].

Entries from the list above with an NH in an aromatic ring:
`O=c1[nH]c2cc(C(F)(F)F)ccc2n1-c1cc(C(F)(F)F)ccc1O` gave FH mod inconclusive.
`COCc1nc2c([nH]1)c(=O)n(C)c(=O)n2CC(C)C` gave FH mod -18%[53.3 µM].
Screening N=C(N)SCCc1cnc[nH]1 returned FH mod -14%[53.3 µM].

In the list so far, these have fluorine.
`O=c1[nH]c2cc(C(F)(F)F)ccc2n1-c1cc(C(F)(F)F)ccc1O` gave FH mod inconclusive.
`Fc1ccc(CN(C2=NCCN2)c2c(Cl)cccc2Cl)cc1` gave FH mod -14%[53.3 µM].
For Cc1nc2n(c(=O)c1CCN1CCC(c3noc4cc(F)ccc34)CC1)CCCC2O (stereo not given) the results were FH mod -18%[53.3 µM].

(more compounds)
Screening O=C(O)c1cccnc1C(=O)O returned FH mod 4%[53.3 µM].
For COC(=O)[C@H]1[C@H]2C[C@H]3c4[nH]c5ccccc5c4CCN3C[C@H]2CC[C@@H]1O the results were FH mod -8%[53.3 µM].
`CCCc1c(-c2ccc(O)cc2)nn(-c2ccc(O)cc2)c1-c1ccc(O)cc1` gave FH mod inconclusive.
For CCNC(=O)[C@H]1O[C@@H](n2cnc3c(N)nc(NCCc4ccc(CCC(=O)O)cc4)nc32)[C@H](O)C1O (stereo not given in full) the results were FH mod -22%[53.3 µM].
NC(=O)CNCCC(c1ccccc1)c1ccccc1 was read as FH mod -9%[53.3 µM].
COc1ccccc1CNCCCCCCNCCCCCCCCNCCCCCCNCc1ccccc1OC was read as FH mod -2%[53.3 µM].
`C[C@@H](CN1CCC(Cc2ccccc2)CC1)[C@@H](O)c1ccc(O)cc1` gave FH mod -18%[53.3 µM].
Screening Cc1cc2c(cc1Cl)N(C(=O)Nc1ccnc3ccccc13)CC2 returned FH mod -19%[53.3 µM].
For NS(=O)(=O)C#Cc1ccccc1 the results were FH mod -16%[53.3 µM].
N[C@@H](Cc1c[nH]c2ccccc12)C(=O)O was read as FH mod -4%[53.3 µM].
For COc1cccc(OC)c1OCCNCC1CSc2ccccc2O1 (stereo not given) the results were FH mod -7%[53.3 µM].
`c1ccc(-c2ccccn2)nc1` gave FH mod 6%[53.3 µM].
For CCCC[C@@]1(C2CCCC2)Cc2cc(OCC(=O)O)c(Cl)c(Cl)c2C1=O the results were FH mod inconclusive.
For N[C@H](C(=O)O)[C@H](Cc1ccccc1)C(=O)O the results were FH mod -1%[53.3 µM].
`O=c1[nH]c(=O)c2nc3ccccc3nc2[nH]1` gave FH mod -12%[53.3 µM].
Screening CN=C(N)NCCC[C@H](N)C(=O)O returned FH mod -11%[53.3 µM].
For NC(C(=O)N[C@@H]1C(=O)N2C(C(=O)O)=C(Cl)CS[C@H]12)c1ccccc1 (stereo not given in full) the results were FH mod -23%[53.3 µM].
CNCCNS(=O)(=O)c1cccc2cnccc12 was read as FH mod -8%[53.3 µM].
O=C(O)C1=CCCN(CCON=C(c2ccccc2)c2ccccc2)C1 was read as FH mod 1%[53.3 µM].
NC1CONC1=O (stereo not given) was read as FH mod 1%[53.3 µM].
O=c1oc(Cl)c(Cl)c2ccccc12 was read as FH mod inconclusive.
Screening O=C(O)c1cc2cc(Cc3cccnc3)ccc2o1 returned FH mod -13%[53.3 µM].
Screening CCCCCC[C@@H]([C@@H](C)O)n1cnc2c(N)ncnc21 returned FH mod -3%[53.3 µM].
Oc1cc2c(c(Cl)c1O)CCNCC2c1ccccc1 (stereo not given) was read as FH mod inconclusive.
`CCCC(CCC)C(=O)OC1CC2CCC(C1)[N+]2(C)C` (stereo not given) gave FH mod -28%[53.3 µM].
For CC(C)C[C@H]1C(=O)N2CCC[C@H]2[C@]2(O)O[C@](NC(=O)[C@@H]3C=C4c5cccc6[nH]c(Br)c(c56)C[C@H]4N(C)C3)(C(C)C)C(=O)N12 the results were FH mod inconclusive.
For CC(C)(NS(=O)(=O)c1ccc(Oc2ccc(F)cc2)cc1)C(=O)NO the results were FH mod -8%[53.3 µM].
S=C(S)OC1CC2CC1C1CCCC21 (stereo not given) was read as FH mod -26%[53.3 µM].
Screening NS(=O)(=O)c1cccc2c1c([N+](=O)[O-])cc1nc(O)c(O)nc12 returned FH mod 18µM*.
For Nc1nc2c(cnn2CCc2ccccc2)c2nc(-c3ccco3)nn12 the results were FH mod -16%[53.3 µM].
`O=C1OC(=O)C2C3CCC(O3)C12` (stereo not given) gave FH mod -9%[53.3 µM].
Screening CCCn1c(=O)c2[nH]c(C3CCCC3)nc2n(CCC)c1=O returned FH mod -1%[53.3 µM].
Screening CC(C)(C)c1ccc(S(=O)(=O)/C=C/C#N)cc1 returned FH mod inconclusive.
`COc1ccc2c(c1)CCC1C2CC[C@@]2(C)C1CC[C@@H]2NCCCCCCN1C(=O)C=CC1=O` (stereo not given in full) gave FH mod -15%[53.3 µM].
For COC1(C2=NCCN2)COc2ccccc2O1 (stereo not given) the results were FH mod 2%[53.3 µM].
For NC1CCN(O)C1=O (stereo not given) the results were FH mod -22%[53.3 µM].
`NC1(C(=O)O)CCCCC1` gave FH mod -9%[53.3 µM].
Screening NCCNS(=O)(=O)c1cccc2c(Cl)cccc12 returned FH mod -8%[53.3 µM].
`O[Si](CCCN1CCCCC1)(c1ccc(F)cc1)C1CCCCC1` (stereo not given) gave FH mod -26%[53.3 µM].
Screening O=C(c1cc(O)c(O)c([N+](=O)[O-])c1)c1ccccc1F returned FH mod inconclusive.

Gathered by group: those above containing a nitro group on carbon.
Screening NS(=O)(=O)c1cccc2c1c([N+](=O)[O-])cc1nc(O)c(O)nc12 returned FH mod 18µM*.
Screening O=C(c1cc(O)c(O)c([N+](=O)[O-])c1)c1ccccc1F returned FH mod inconclusive.

Other entries follow.
N#CC(C#N)=C(N)/C(C#N)=C/c1ccc(O)cc1 was read as FH mod inconclusive.
`NC(CCCP(=O)(O)O)C(=O)O` (stereo not given) gave FH mod 0%[53.3 µM].
For NCC(O)c1ccc(O)c(O)c1 (stereo not given) the results were FH mod -19%[53.3 µM].
`NC[C@@H]1O[C@H](C23CC4CC(CC(C4)C2)C3)Cc2c1ccc(O)c2O` gave FH mod 1%[53.3 µM].
Screening O=C1CN(/N=C/c2ccc(-c3ccc([N+](=O)[O-])cc3)o2)C(=O)N1 returned FH mod inconclusive.
`CCOC(=O)C1=C(C)NC(C)=C(C(=O)OCC)C1c1c(F)c(F)c(F)c(F)c1F` gave FH mod -30%[53.3 µM].
COc1cc(OC)cc(N2CCN(C(=O)Nc3nc4cc(F)ccc4nc3OC)CC2)c1 was read as NTMT1 inh 2%.
Screening Cc1ccc(OCCn2c(CCNC(=O)c3cc([N+](=O)[O-])ccc3[N+](=O)[O-])nc3ccccc32)cc1 returned NTMT1 inh 0%.
`COCCN(CCOC)c1nc(C)nc2c1nc(-c1ccccc1)n2CC1CCN(C)CC1` gave NTMT1 inh -1%.
`O=C(Nc1ccccc1)c1cccs1` gave NTMT1 inh -15%.
Screening CC(=O)NC(C)c1cc(Cl)c2cccnc2c1O (stereo not given) returned NTMT1 inh 22%.
Cc1cc2c(s1)c1cnn(Cc3c(F)cccc3C(F)(F)F)c(=O)c1n2C was read as NTMT1 inh -1%[57.5 µM].
For CC(C)(C)OC(=O)N1CCN(c2ccc(NCc3ccc(-c4cc(C(F)(F)F)cc(C(F)(F)F)c4)o3)cc2)CC1 the results were NTMT1 inh -2%.
O=C(Nc1ccc(Cl)c(Cl)c1)Nc1ccnc(-c2ccncc2)n1 was read as NTMT1 inh -8%.
`COc1ccc(-n2c(C)c(C(C)=O)c3ccccc32)cc1` gave NTMT1 inh 4%.
